Assay outcomes: PubChem BioAssay, several laboratories
MrgX1 antagonist – antagonists of human MrgX1 receptor. Q96LB2. MRGX1-HEK293 calcium flux, Fluo-4, BAM8-22 antagonism; hits give low values. B-score at 10 µM. 1.3% of 310,000 active;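 active = calcium-response B-score plate-corrected more than 3 library SD below zero, starting fluorescence within 5 deviations, no agonist response on first addition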;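 note: peak minus trough fluorescence over baseline after final BAM8-22 challenge near maximal dose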
TRPC4 block – inhibitors of mouse TRPC4 channel; Q9QUQ5; HEK293 TRPC4beta/mu-opioid, DAMGO-evoked Fluo4 calcium flux; hits give low values; B-score at 10 µM; 0.39% of 300,000 active; AID 2247;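 active = B-score over 3 SD under the library average, no early fluorescence shift, positive overall ratio signal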
Target sequence (Q9QUQ5 whole entry, looked up): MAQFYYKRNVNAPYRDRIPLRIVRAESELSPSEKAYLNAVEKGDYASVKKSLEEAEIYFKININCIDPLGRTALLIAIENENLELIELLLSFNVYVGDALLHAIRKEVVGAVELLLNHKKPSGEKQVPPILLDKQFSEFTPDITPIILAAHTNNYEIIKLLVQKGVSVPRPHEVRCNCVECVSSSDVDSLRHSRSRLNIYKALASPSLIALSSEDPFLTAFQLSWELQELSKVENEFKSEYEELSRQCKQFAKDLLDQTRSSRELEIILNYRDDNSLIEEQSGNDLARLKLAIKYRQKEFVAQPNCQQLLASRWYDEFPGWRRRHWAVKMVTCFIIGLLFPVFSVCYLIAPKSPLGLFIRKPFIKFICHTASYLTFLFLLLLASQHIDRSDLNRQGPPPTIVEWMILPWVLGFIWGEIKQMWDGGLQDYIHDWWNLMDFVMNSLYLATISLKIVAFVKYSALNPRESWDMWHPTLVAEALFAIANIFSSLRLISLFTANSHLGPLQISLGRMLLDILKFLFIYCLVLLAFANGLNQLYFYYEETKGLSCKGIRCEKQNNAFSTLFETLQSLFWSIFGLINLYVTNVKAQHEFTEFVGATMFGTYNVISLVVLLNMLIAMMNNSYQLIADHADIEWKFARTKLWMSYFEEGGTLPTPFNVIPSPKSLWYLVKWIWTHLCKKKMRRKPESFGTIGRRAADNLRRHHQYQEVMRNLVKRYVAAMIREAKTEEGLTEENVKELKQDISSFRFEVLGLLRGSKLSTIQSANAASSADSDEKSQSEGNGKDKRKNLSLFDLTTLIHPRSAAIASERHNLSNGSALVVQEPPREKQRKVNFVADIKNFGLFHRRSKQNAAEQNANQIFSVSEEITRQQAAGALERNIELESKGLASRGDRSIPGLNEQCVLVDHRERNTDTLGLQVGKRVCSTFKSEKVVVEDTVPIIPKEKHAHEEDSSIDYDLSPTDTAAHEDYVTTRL
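Assay system: TRPC4beta/mu-opioid receptor HEK293 cell line; compound dosing: single concentration per test compound; detection: Fluo4 Ca2+ flux fluorescence; evaluation: per-well B score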
SKKanGAS inh – inhibitors of SKKanGAS S. pyogenes growth in kanamycin (SK-promoter or general growth effect) | BacTiter-Glo, 6 h | inhibition, % at 7.5 µM | 1.3% of 300,000 active;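 active = mean replicate score, as percent of positive control median, at least 50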;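 note: strain carries kanamycin resistance gene driven by streptokinase promoter and grows in 40 µg/ml kanamycin; loss of luminescence reflects streptokinase promoter inhibition or plain growth inhibition; 0% = median of DMSO wells and 100% = positive control at its reference dose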
TRPC6 act – activators of mouse TRPC6 channel; Q61143; HEK293-TRPC6 membrane potential dye fluorescence; hits give high values; B-score at 10 µM; 0.13% of 310,000 active; AID 2550;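 active = B-score of the integrated fluorescence ratio above library mean plus 3 SD, and starting fluorescence ratio within library mean plus 5 SD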;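 note: higher score means more depolarization so channel activation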
HIF act – HIF pathway transcriptional activation. U2OS HRE-luciferase reporter, luminescence; normalized: DMSO 0%, desferrioxamine 100%. activation, % at 7.5 µM (by protocol). 0.32% of 300,000 active. AID 1910;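 active = mean activation of at least 10% of the iron chelator positive control signal, with at least half of replicates also reaching 10%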
MrgX1 agonist – activates human MrgX1 receptor signaling. Q96LB2. MrgX1-HEK293 cells, Fluo-4 calcium fluorescence, agonist mode; hits give high values. B-score at 10 µM. 0.44% of 310,000 active. AID 588627;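 active = calcium response B-score plate-corrected fluorescence ratio at least 3 library SD, with starting fluorescence B-score inside 5 SD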
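times = overnight plating, then 30 min 37 °C plus 30 min room-temperature dye loading | assay system = stable human MrgX1 HEK293 cell line | input = fifteen thousand cells per well | signal = kinetic calcium dye fluorescence, Fluo-4 NW | dosing = compound delivered in addition one of three | read-out = B-scored fluorescence response ratio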
MrgX1 allo act – allosterically activates human MrgX1 receptor signaling; Q96LB2; MrgX1-HEK293, Fluo-4 calcium flux, FDSS; hits give high values; B-score at 10 µM; 0.63% of 310,000 active; AID 588675;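 active = plate-corrected calcium response at least 3 library SD above typical, normal starting fluorescence, not activating the receptor alone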;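 note: compound read alongside a low EC10 to EC30 dose of BAM8-22 agonist; peak minus trough fluorescence over baseline measured at the second addition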
RGS4 block – human RGS4 inhibition; HEK293 M3R/RGS4 inducible, Fluo-4 calcium flux; hits give high values; triggered by carbachol at its EC20; B-score at 10 µM; 0.45% of 310,000 active;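 active = B-score, a plate-corrected calcium signal, over three deviations above library mean, with baseline fluorescence within five deviations of library mean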;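 note: RGS4 expression induced by doxycycline in cells with stable M3 receptor; B-score is computed from the integrated fluorescence ratio over baseline after carbachol; higher B-score means a larger calcium signal and so more RGS4 inhibition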
RGS4 pot – RGS4 potentiation or activation; HEK293 M3R/inducible RGS4, carbachol calcium flux Fluo4; hits give low values; B-score at 10 µM; 0.92% of 310,000 active;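 active = B-score of the integrated calcium signal more than 4 SD below the library mean, with starting fluorescence not abnormally high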;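 note: negative B-score means reduced calcium response which marks RGS4 activation or potentiation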
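Material: Inducible-RGS4 HEK293 cells carrying M3 receptor; also added: carbachol at ECmax as muscarinic agonist stimulus; incubation: compound preincubation 20 min at room temperature before agonist; signal: Fluo4-AM (2 µM) calcium-flux fluorescence, kinetic read; measure: integrated calcium ratio converted to B score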
Platelet DG rel – platelet dense granule release activity. human platelet-rich plasma, SFLLRN dense granule ATP release, luminescence. 0.22% of 300,000 active. inhibition, %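 (compounds screened at 7.5 µM in platelet-rich plasma)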;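 active = mean replicate score, as percent of positive control, at or above 50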
TRPC6 inhibitor – mouse TRPC6 channel inhibition. B-score at 10 µM. Q61143. HEK293-TRPC6, membrane potential dye, ACh-evoked depolarization; hits give low values. 1.1% of 310,000 active;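 active = B-score under library mean minus 3 SD, initial fluorescence not abnormally high, positive integrated signal ratio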;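 note: B-score derived from integrated fluorescence ratio over the kinetic read; more negative B-score means stronger inhibition of depolarization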
Starred values were filed as active, the others as inactive; i = inactive; · = not tested or not shown. Hits appear at their usual frequency; 6.1% or so of the library scored in one or more.

SMILES	MrgX1 antagonist	TRPC4 block	SKKanGAS inh	TRPC6 act	HIF act	MrgX1 agonist	MrgX1 allo act	RGS4 block	RGS4 pot	Platelet DG rel	TRPC6 inhibitor
CCCOC(=O)CSc1nc(N)c(C#N)c(CC)c1C#N	i	i	0.3	i	-0.4	i	i	i	i	2.6	i
Cc1ccc(N2CC(C(=O)Nc3cc(C)ccc3F)CC2=O)cc1 (configuration not stated)	i	i	6.4	i	0.3	i	i	i	i	-1.9	i
O=C(CN1CCN(c2ccccc2)CC1)Nc1ccc(Oc2ccccc2)cc1	i	i	6.2	i	-0.6	i	i	i	i	-2.5	i
COC(=O)c1ccc(Cn2nc(-c3ccccc3)ccc2=O)cc1	i	i	-2.2	i	-0.8	i	i	i	i	·	i
c1csc(CNCCCN2CCOCC2)c1	i	i	-4.6	i	-0.2	i	i	i	i	-1.7	i
Oc1cccc(/C=N/Nc2cc(N3CCOCC3)nc(N3CCOCC3)n2)c1	i	i	-1.8	i	-0.2	i	i	i	i	-3.3	i
COC(=O)CSc1nnc(-c2ccncc2)n1N	i	i	-7.4	i	-0.3	i	i	i	i	-4.3	i
CC(=O)N(\C=C/C=C/C=C1\Sc2ccccc2C1=O)c1ccccc1	i	i	8.6	i	0.1	i	i	i	i	3.1	i
CC1Cc2ccccc2N1C(=O)CSc1nc2ccccc2s1 (configuration not stated)	i	i	11.6	i	0.2	i	i	i	i	-2.2	i
COc1ccc(S(=O)(=O)Nc2nncs2)cc1	i	i	-4.1	i	0.7	i	i	i	i	7.7	i
Cc1ccc(NC(=O)c2nc[nH]c2C(=O)N2CCN(c3ccccc3)CC2)cc1	i	i	0.4	i	0.3	i	i	i	i	0.2	i
O=C(NCCc1nnc2ccc(N3CCCC3)nn12)c1ccccc1	i	i	1.7	i	0.5	i	i	i	i	5.1	i
CO[C@H]1O[C@H](C)[C@@H](O)C[C@H]1NC(=O)OCc1ccccc1	i	i	-4.6	i	-0.6	i	i	i	i	8.1	i
Cc1ccc(N(C(=O)c2csnn2)C(C(=O)NC2CCCC2)c2cccnc2)cc1 (configuration not stated)	i	i	0.7	i	0.4	i	i	i	i	-40.8	i
CC1(C)OC(=O)C(=CNc2cccc(O)c2)C(=O)O1	i	i	-2.3	i	-0.1	i	i	i	i	-4.5	i
Cc1c(NC(=O)CN(c2ccc(F)cc2)S(=O)(=O)c2ccccc2)c(=O)n(-c2ccccc2)n1C	i	i	-4.3	i	-0.4	i	i	i	i	2.7	i
O=C1c2ccc([N+](=O)[O-])cc2C(=O)N1c1ccc(Cl)cn1	i	i	0.5	i	-0.1	i	i	i	i	-5.9	i
O=c1[nH]c(C2CCN(S(=O)(=O)c3cccc(Cl)c3)CC2)nc2c1nnn2Cc1ccccc1	·	i	34.5	i	-1.2	·	·	i	i	0.2	i
COc1ccccc1N1CCN(S(=O)(=O)c2ccc(-n3cnnn3)c(C)c2)CC1	i	i	2.0	i	-0.4	i	i	i	i	-8.2	i
CCOC(=O)C1=C(COC(=O)/C=C/c2cc(OC)c(OC)c(OC)c2)NC(=O)NC1C (configuration not stated)	i	i	-1.4	i	0.0	i	i	i	i	24.5	i
COc1cc(/C=c2\s/c(=C\C(=O)C(C)(C)C)[nH]c2=O)cc(OC)c1OC	i	i	8.1	i	-0.3	i	i	i	i	-0.4	i
CS(=O)(=O)n1nc(NCc2cccs2)nc1NCc1cccs1	i	i	-3.4	i	-0.1	i	i	i	i	-3.2	i
CCC(C)(C)NC(=O)C(c1cccc(OC)c1OC)N(Cc1ccc(OC)cc1)C(=O)CCC(=O)Nc1cc(C)on1 (configuration not stated)	i	i	-10.1	i	-0.9	i	i	i	i	-11.4	i
Cc1nc(-c2ccccc2)cn2c1nc1ccccc12	i	i	-16.1	i	0.3	i	i	i	i	7.5	i
CCc1n[nH]c(=S)n1/N=C/c1ccc2c(c1)OCO2	i	i	7.1	i	0.3	i	i	i	i	8.4	i
CCOc1ccccc1N(CC(=O)N(C)Cc1ccccc1)S(=O)(=O)c1ccccc1	i	i	-4.6	i	-0.5	i	i	i	i	-13.6	i
Cc1nc(Nc2ccc(O)cc2)c2c3c(sc2n1)CCCC3	i	i	11.9	i	-0.1	i	i	i	i	5.9	i
COc1ccc(/C=N/NC(=O)c2cccc(OC(F)(F)C(F)F)c2)c(OC)c1OC	i	i	-5.8	i	0.4	i	i	i	i	-14.7	i
O=C(Cn1ccc2ccccc2c1=O)NCCC(=O)Nc1cccnc1	i	i	1.8	i	0.2	i	i	i	i	-0.3	i
O=C(CSC1=NCCS1)Nc1ccc(S(=O)(=O)N2CCCCCC2)cc1	i	i	-8.1	i	-1.6	i	i	i	i	0.4	i
CC(C)=C(NC(=O)c1ccccc1)C(=O)Nc1ccc(C(=O)O)cc1	i	i	-1.5	i	-0.1	i	i	i	i	-3.6	i
COc1cc(Br)c(C(C)NC(=O)c2cccc(Br)c2)cc1OC (configuration not stated)	i	i	-11.3	i	-0.6	i	i	i	i	-3.9	i
CCc1nnc(NC(=O)c2ccc(NS(=O)(=O)c3ccccc3)cc2)s1	i	i	15.0	i	0.2	i	i	i	i	-3.5	i
COc1ccc(C(=O)COC(=O)CCCN=C2NS(=O)(=O)c3ccccc32)c(OC)c1	i	i	7.9	i	0.0	i	i	i	i	-19.8	i
Cc1ccn2c(CNCCn3cccn3)c(C(=O)N3CCCCCC3)nc2c1	-7.47*	i	-1.0	i	-0.4	i	i	i	i	-5.4	i
CN1CCN(C(=O)c2ccc(N(C)S(=O)(=O)c3cccs3)cc2)CC1	i	i	0.7	i	0.3	i	i	i	i	-5.0	i
O=C(NCC(=O)N(c1ccc(F)cc1)C(C(=O)NCC1CCCO1)c1ccccc1)c1ccco1 (configuration not stated)	i	i	-8.2	i	-0.2	i	i	i	i	2.2	i
COc1cc(C2N(C)CCC3(OCCO3)C2(C)C)cc(OC)c1OC (configuration not stated)	i	i	-2.6	i	-0.2	i	i	i	i	0.1	i
Cc1ccc(C)c(OCCn2cc(/C=C(\C#N)C(=O)NCC3CCCO3)c3ccccc32)c1 (configuration not stated)	i	i	8.0	i	-0.7	i	i	i	i	-2.7	i
Cn1c(SCc2ccc(F)cc2)nnc1-c1cccs1	i	i	-3.7	i	1.9	i	i	i	i	-11.6	i
COc1ccccc1C(C)NC(=O)c1ccc(C)o1 (configuration not stated)	i	i	1.7	i	0.5	i	i	i	i	5.1	i
Cc1cc(S(=O)(=O)N2CCOCC2)ccc1OCC(=O)Nc1ccc(F)cc1	i	i	-0.9	i	0.6	i	i	i	i	-8.6	i
O=C(NCC1CCCCC1)c1cc(Br)ccc1Cl	i	i	9.3	i	0.2	i	i	i	i	1.2	i
COc1cc(C2Sc3ccccc3NC3=C2C(=O)OC3)cc(OC)c1OC (configuration not stated)	i	i	-19.8	i	0.4	i	i	i	i	-0.6	i
O=C(NCCc1ccccc1)N1c2ccccc2Sc2ccccc21	i	i	30.9	i	-0.1	i	i	i	i	0.3	i
COc1ccc(-c2cc(-c3ccccc3)nc(=O)[nH]2)cc1	i	i	-3.4	i	0.0	i	i	i	i	-1.5	i
O=C(CSc1nnc(Cn2nnc3ccccc32)o1)N(Cc1ccc(F)cc1)c1ccccc1	i	i	4.1	i	-0.3	i	i	i	i	-1.6	i
O=C(NCC(=O)N(Cc1ccccc1)C(C(=O)NC1CCCC1)c1ccco1)c1ccco1 (configuration not stated)	i	i	5.6	i	-0.4	i	i	i	i	-4.0	i
CN1CCN(c2nc3c(c(=O)[nH]c(=O)n3C)n2Cc2cccc(Br)c2)CC1	i	i	0.5	i	0.8	i	i	i	i	4.6	i
S=C1NC(c2ccccc2)=NCN1c1ccc(Br)cc1	i	i	-1.2	i	0.8	i	i	i	i	4.8	i
COc1ccc(C(=O)Nc2cc(C(C)=O)c(/C=C/N(C)C)oc2=O)cc1	-5.28*	i	3.1	i	-1.1	i	i	i	i	-2.7	i
COc1ccc(C(=O)Nn2cnc3ccccc3c2=O)c(OC)c1	i	i	4.0	i	1.7	i	i	i	i	15.6	i
O=C(O)CCn1cc(/C=C2/NC(=S)N(c3ccccc3)C2=O)c(-c2ccccc2)n1	i	i	3.5	i	0.3	i	i	i	i	-7.2	i
O=C1CCC(=O)N1Cc1c(Cl)cccc1Cl	i	i	12.3	i	0.1	i	i	i	i	0.8	i
CCOc1ccc(S(=O)(=O)N2CCOCC2)cc1NC(=O)C1CSC2(C)CCC(=O)N12 (configuration not stated)	i	i	-3.9	i	0.1	i	i	i	i	4.0	i
O=C(Cc1cn2ccsc2n1)OCc1nc2ccccc2s1	i	i	-3.8	i	0.5	i	i	i	i	-3.6	i
COc1ccc(-c2cc(C3CCN(CC(O)C(F)(F)F)CC3)[nH]n2)cc1 (configuration not stated)	i	i	0.5	i	-0.6	i	i	i	i	1.8	i
O=C(CCCN1C(=O)/C(=C/c2ccc3c(c2)OCO3)SC1=S)Nc1cccc(C(=O)O)c1	i	i	25.1	i	-3.3	i	i	i	i	-0.5	i
O=C(CN1CCN(Cc2ccccc2)CC1)Nc1nc2ccccc2s1	i	i	-2.9	i	1.1	i	i	i	i	-4.4	i
O=S(=O)(NCC(c1ccc2c(c1)OCO2)N1CCOCC1)c1ccc(Cl)cc1 (configuration not stated)	i	i	-12.3	i	-0.7	i	i	i	i	12.4	i

(further entries)
SMILES	MrgX1 antagonist	TRPC4 block	SKKanGAS inh	TRPC6 act	HIF act	MrgX1 agonist	MrgX1 allo act	RGS4 block	RGS4 pot	Platelet DG rel	TRPC6 inhibitor
Cc1ccc(-n2nc(C)c3c(C)onc3c2=O)cc1	i	i	-10.3	i	·	i	i	i	i	·	i
COc1ccc(C(=O)NCC(O)COc2ccc(C(C)(C)C)cc2)cc1[N+](=O)[O-] (configuration not stated)	i	i	-5.5	i	0.0	i	i	i	i	-1.6	i
CC(C)(C)NC(=O)CN(C(=O)CN1C(=O)C(=O)c2ccccc21)C(C)(C)C	i	i	1.7	i	-0.5	i	i	i	i	2.3	i
C=CCc1c(C)nc(N)[nH]c1=O	i	i	0.2	i	-0.3	i	i	i	i	-12.3	i
CC(C)NC(=O)/C(C#N)=C/c1ccc(N(C)C)o1	i	i	13.2	i	1.2	i	i	i	i	-34.5	i
O=C(OCCN1CCCCC1)c1ccc(Cl)cc1	i	i	-16.1	i	0.2	i	i	i	i	-3.0	i
